TCR activator: Activators of T cell receptors: qHTS campaign. primary human leukocytes, anti-CD3, IL-2 HTRF, 48 h. Potency, µM (top dose mostly 9.22 µM), for inactives: top-dose activation of IL-2 secretion, most hits filed as activators. 330,000 tested, under 10 active. AID 504894, 2011; further: % of control where 0% means no effect
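Primary human leukocytes incubated 48 hr with anti-CD3 beads plus compound, without co-stimulation. Secreted IL-2 measured by HTRF (europium cryptate/d2 anti-IL-2 pair, 320 nm excitation, 665 nm emission).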
TSHR antagonist: Antagonists of the Thyroid Stimulating Hormone Receptor: HTS campaign; activity change, negative = inhibition, % at 11.5 µM; 330,000 tested, 0.2% active; Thyrotropin receptor (Homo sapiens), P16473; TSHR-expressing cells, TSH-stimulated cAMP HTRF, 2 h; stronger effect = lower value;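 active means activity change below a set negative limit, meaning inhibition stronger than a set level, cut at about -70% in these data; inconclusive means activity change between two set negative limits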; further: on the % scale 0 is the no-effect control and ±100 the full control effect
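Freshly harvested TSHR cells receive pin-tooled compound, then EC80 TSH at 4nM final. After 2 hours at 37 deg C, antibody in lysis buffer and cAMP-d2 are added; 30 minutes at ambient temperature precede the HTRF read.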
Mito fusion yeast: qHTS Assay for Small Molecule Inhibitors of Mitochondrial Division or Activators of Mitochondrial Fusion; 320,000 tested, 0.23% active; Potency, µM (top dose mostly 46.1 µM), inactives show top-dose growth rescue (activation), hits mostly activators; S. cerevisiae fusion-defective mutant growth rescue, CellTiterGlo 48 h;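 further: potency means the concentration at half of the fitted maximal effect; % of control where 0% means no effect; nearly all actives have a fitted effect of over 45% in size; temperature-sensitive fusion mutants such as fzo1-1 at 37 °C on non-fermentable ethanol glycerol medium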
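Compounds are tested for their ability to restore growth of mitochondrial fusion-defective yeast strains at non-permissive 37C in YPEG medium over 48 hours. Viability is quantified by luciferase luminescence.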
ELG1 repair inh: qHTS screen for small molecules that inhibit ELG1-dependent DNA repair in human embryonic kidney (HEK293T) cells expressing luciferase-tagged ELG1 | HEK293T ELG1-luciferase reporter, luminescence, 16 h; DNA damage induced by 5-fluorouridine | Potency, µM (series often up to 46.1 µM), inactives show at the highest dose activity change, negative = inhibition, most hits filed as inhibitors | 330,000 tested, 2.3% active; further: potency means the concentration at half of the fitted maximal effect; on the % scale 0 is the no-effect control and ±100 the full control effect; nearly all actives have a fitted effect of over 55% in size
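DMSO vehicle served as the neutral condition. Each well held 2,000 cells given 5-fluorouridine plus compound; after 16 hr at 37 °C/5% CO2, ONE-Glo was added and luciferase measured 30 min later.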
Tb PFK inh: qHTS Assay to Find Inhibitors of T. brucei phosphofructokinase; Potency, µM (doses to about 57.5 µM), without a hit: top-dose activity, negative = inhibition, usual class: inhibitors; AID 485367, 2010; ATP-dependent 6-phosphofructokinase (Trypanosoma brucei brucei), O15648; 330,000 tested, 0.17% active; T. brucei PFK, ADP-Glo luminescence;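 further: potency means the concentration at half of the fitted maximal effect; 0% = uninhibited 1x PFK enzyme wells and -100% = no-enzyme wells; nearly all actives have a fitted effect of over 60% in size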
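Luminescent ADP detection (ADP-Glo, two-step: ATP depletion then ADP-to-ATP conversion for luciferase) reported PFK activity after 45 min room-temperature reaction of 1.25 nM enzyme with 0.5 mM F6P and 0.1 mM ATP at pH 8.0.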
A-T KAP1 phos: qHTS Assay for Identifying a Potential Treatment of Ataxia-Telangiectasia; […] A-T fibroblasts, KAP-1 phosphorylation AlphaLISA; neocarzinostatin DNA damage 30 min before lysis; Potency, µM (doses to about 57.5 µM), without a hit: at the highest dose activation, usual class: activators; 320,000 tested, 0.19% active; AID 485349, 2010; further: potency means the concentration at half of the fitted maximal effect; % of control where 0% means no effect; nearly all actives have a fitted effect of over 45% in size
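ATM-like activity read as KAP-1 phosphorylation via AlphaLISA donor/acceptor antibody pairs after lysis and 6 hr at 25C. Cells were ATM-null patient fibroblasts ([…], hTERT), dosed 60 min, then exposed to the DSB inducer NCS for 30 min.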
ASM inhibitor: Inhibitors of Secretory Acid Sphingomyelinase (S-ASM): qHTS. AID 504937, 2011. Sphingomyelin phosphodiesterase (Homo sapiens), P17405. placental ASM, HMU-PC fluorogenic substrate, 60 min. 340,000 tested, 0.006% active. Potency, µM (highest dose often 57.5 µM), without a hit: at the highest dose activity change, negative = inhibition, hits mostly inhibitors; further: potency means the concentration at half of the fitted maximal effect
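Human placenta-derived ASM preincubated with compound 10 min at room temperature, then reacted with 9 uM (final) fluorogenic HMU-PC substrate for 60 min at 37 C. Stop solution raises pH to 10; fluorescence read at Ex 386/Em 447 nm.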
BCR signal inh: qHTS Assay to Find Inhibitors of Chronic Active B-Cell Receptor Signaling; ABC-DLBCL IkBa-CBG/CBR reporter, luminescence ratio, 4 h; Potency, µM (top dose mostly 46.1 µM), for the others: at the top dose ratio change, negative = lower green/red ratio, usual class: inhibitors; 340,000 tested, 0.05% active; active means well fitted inhibition curve with a large enough effect in the signal ratio, with a control signal flat, not every such curve was filed as active; inconclusive means small, poorly fitted or top-dose-only effect, or effect the other way, or a change in a side signal; the % refers to the signal ratio;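 further: potency means the concentration at half of the fitted maximal effect; plate controls were basal doxycycline-induced cells for no effect and cells given 10 µM MG132 for full effect; MG132 reads +100%, hits lower the ratio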
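Doxycycline induced both beetle luciferases in TMD8 lymphoma cells; IKK-driven degradation limits the IkappaBalpha-fused green signal, while red luminescence normalises for cell number and nonspecific effects. Compounds tested up to 46 uM, 4 hrs.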
Eya2 phos inh: qHTS Assay for Inhibitors of the Phosphatase Activity of Eya2 | recombinant Eya2, OMFP fluorescence dephosphorylation (OMFP is methylfluorescein phosphate) | 330,000 tested, 0.006% active | Potency, µM (top dose mostly 76.9 µM), for the others: at the highest dose activity, negative = inhibition, hits mostly inhibitors; further: potency means the concentration at half of the fitted maximal effect; on the % scale 0 is the no-effect control and ±100 the full control effect
Target sequence (O00167 whole entry, looked up): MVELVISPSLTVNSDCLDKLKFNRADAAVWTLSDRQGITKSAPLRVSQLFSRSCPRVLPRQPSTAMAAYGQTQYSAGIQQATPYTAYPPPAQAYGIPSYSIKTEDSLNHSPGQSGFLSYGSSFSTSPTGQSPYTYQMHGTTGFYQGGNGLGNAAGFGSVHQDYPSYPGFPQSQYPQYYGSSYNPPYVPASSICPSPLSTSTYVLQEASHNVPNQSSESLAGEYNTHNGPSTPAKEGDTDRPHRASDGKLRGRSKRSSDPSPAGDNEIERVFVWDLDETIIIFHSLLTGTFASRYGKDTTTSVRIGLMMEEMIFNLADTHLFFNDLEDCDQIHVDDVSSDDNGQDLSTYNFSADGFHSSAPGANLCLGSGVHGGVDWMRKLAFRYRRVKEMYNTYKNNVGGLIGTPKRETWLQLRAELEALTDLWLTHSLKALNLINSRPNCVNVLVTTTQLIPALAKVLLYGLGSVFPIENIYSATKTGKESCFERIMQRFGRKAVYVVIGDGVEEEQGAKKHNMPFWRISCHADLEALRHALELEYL
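Eya2 (0.2 uM) preincubated 10 min at ambient with compound, then OMFP substrate added at 50 uM; 10 min reaction in 50 mM HEPES pH 7.5, 50 mM NaCl, 5 uM MgCl2, 0.05% BSA, 1 mM DTT. Fluorescence read at Ex 485/Em 525 nm.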
PTAP TSG101 blk: qHTS Assay for Iinhibitors of HIV-1 Budding by Blocking the Interaction of PTAP/TSG101; Tumor susceptibility gene 101 protein (Homo sapiens), Q99816; 340,000 tested, under 10 active; AID 493005, 2010; Fluorescence polarization, FITC-PTAP peptide / Tsg101 binding; Potency, µM (series often up to 115 µM), without a hit: top-dose activity change, negative = inhibition, most hits filed as inhibitors; active means well fitted inhibition curve with a large enough effect in the main read-out, with a control signal flat, not every such curve was filed as active; inconclusive means small, poorly fitted or top-dose-only effect, or effect the other way, or a change in a side signal; inactive means no such curve, though single readings can be large or run the other way; further: potency means the concentration at half of the fitted maximal effect; % of control where 0% means no effect
Target sequence (Q99816 whole entry, looked up): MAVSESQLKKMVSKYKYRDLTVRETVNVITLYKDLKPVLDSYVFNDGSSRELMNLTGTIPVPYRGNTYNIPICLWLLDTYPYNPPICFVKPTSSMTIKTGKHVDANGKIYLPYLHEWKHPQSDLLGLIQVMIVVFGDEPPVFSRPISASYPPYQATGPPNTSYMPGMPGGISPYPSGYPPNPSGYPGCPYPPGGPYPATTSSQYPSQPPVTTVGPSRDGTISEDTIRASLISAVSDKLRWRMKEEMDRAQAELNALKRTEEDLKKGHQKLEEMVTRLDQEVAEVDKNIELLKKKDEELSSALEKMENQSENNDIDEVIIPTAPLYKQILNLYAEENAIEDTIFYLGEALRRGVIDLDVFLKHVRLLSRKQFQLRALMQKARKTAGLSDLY
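Fluorescence anisotropy tracks displacement of a FITC-tagged PTAP peptide (50 nM) from the Tsg101 binding domain (10 uM), following a 20 min room-temperature incubation at pH 7.5.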
a7 integrin act: qHTS for Activators of Integrin-Mediated Alleviation for Muscular Dystrophy. alpha7betagal myoblasts, beta-gal FDG fluorescence, 48 h. 350,000 tested, 0.064% active. Potency, µM (titrated, usually from 38.3 µM), without a hit: top-dose activation, usual class: activators;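 further: potency means the concentration at half of the fitted maximal effect; 100% = response of the positive control SU9516; nearly all actives have a fitted effect of over 60% in size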
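Alpha7betagal+/- myoblasts (passage 13) were plated 16-24 hr, then exposed to compounds (1:260 dilution of DMSO stock) for 48 hours at 37C. After MPER lysis, β-galactosidase reporter activity was read as FDG fluorescence (ex 480/em 540) after 30 minutes.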
* hit, by the source's call; ? = inconclusive; . = not tested or not shown; [ ] = another dose, or the depositor's remark. Unless noted, the call rests on the fitted dose curve; in most records, active means well fitted curve in the direction sought with a large enough effect; inconclusive means small, poorly fitted or top-dose-only effect, or another doubt; inactive means no such curve, though single readings can be large; an effect the other way counts as inactive or inconclusive.

Order of results – TCR activator | TSHR antagonist | Mito fusion yeast | ELG1 repair inh | Tb PFK inh | A-T KAP1 phos | ASM inhibitor | BCR signal inh | Eya2 phos inh | PTAP TSG101 blk | a7 integrin act
1) COc1cc(CNn2nnnc2N)cc(Br)c1OCC(=O)NC(C)(C)C
→ -4% | -5 | -4% | -21% | -5%[0.46 µM] | 9% | 0% | ? | -11% | -4% | -22%
2) O=C(Cc1cccc2ccccc12)NN1C(=O)/C(=C\c2cccnc2)SC1=S
→ 3% | -4 | -3% | -7% | 2% | 10% | 0% | -10% | -9% | -7% | -16%
3) CC1(C)CC(NC(=O)C23CCC(C)(C2Br)C3(C)C)CC(C)(C)N1 (stereo not given)
→ -4% | -29 | 9% | 5% | 2% | 2% | 0% | -2% | -3% | 1% | -11%
4) Cn1cccc1/C=N/NC(=O)c1sc2ccccc2c1Cl
→ 2% | -8 | -3% | ? | 0% | -2% | -3% | ? | 9% | -4% | -8%
5) CCOC(=O)c1nn(-c2ccccc2)c(=O)c2c(N)sc(C)c12
→ . | 6 | -2% | . | -2% | -13% | . | ? | -26% | . | .
6) CCOc1ccc(CN2CCC(n3nccc3NC(=O)C3CC3)CC2)cc1CO
→ 4% | 4 | -3% | 14% | 0% | 4% | 2% | -11% | -5% | 0% | -31%
7) Cc1ccc(Oc2ncc(-c3ccc(Cl)cc3)cn2)cc1
→ -8% | 13 | 5% | 13% | 3% | -3% | 2% | -2% | 6% | -7% | 16%
8) COc1ccccc1NCCC(=O)OCC(=O)NC1CCCCC1
→ -2%[46.1 µM] | -4 | 3% | 8% | 0% | 4% | 4% | -28% | -8% | -1% | 6%
9) COc1ccc2c(CSc3nnc(-c4cccnc4)n3-c3ccccc3F)cc(=O)oc2c1
→ 1%[46.1 µM] | 8 | 0% | ? | -5% | 2% | 0% | -4% | -2% | -1% | 0%
10) COc1ccc(C(C)(C)C)cc1NC(=O)CCNC(=O)c1ccco1
→ -3% | -6 | 7% | -3% | 0% | 2% | 0% | 4% | 6% | -2% | ?

Full records as entered above. Order of values: TCR activator | TSHR antagonist | Mito fusion yeast | ELG1 repair inh | Tb PFK inh | A-T KAP1 phos | ASM inhibitor | BCR signal inh | Eya2 phos inh | PTAP TSG101 blk | a7 integrin act
COc1ccccc1NCCC(=O)OCC(=O)NC1CCCCC1 reads -2%[46.1 µM] | -4 | 3% | 8% | 0% | 4% | 4% | -28% | -8% | -1% | 6%
COc1cc(CNn2nnnc2N)cc(Br)c1OCC(=O)NC(C)(C)C reads -4% | -5 | -4% | -21% | -5%[0.46 µM] | 9% | 0% | ? | -11% | -4% | -22%
CCOc1ccc(CN2CCC(n3nccc3NC(=O)C3CC3)CC2)cc1CO reads 4% | 4 | -3% | 14% | 0% | 4% | 2% | -11% | -5% | 0% | -31%

Continued:
Order of results – TCR activator | TSHR antagonist | Mito fusion yeast | ELG1 repair inh | Tb PFK inh | A-T KAP1 phos | ASM inhibitor | BCR signal inh | Eya2 phos inh | PTAP TSG101 blk | a7 integrin act
11) Cc1ccc(NC(=O)c2cnccn2)cc1S(=O)(=O)N1CCCCCC1
→ 3%[46.1 µM] | -13 | . | ? | ? | -7% | 0% | -1% | -1% | -1% | -7%
12) CCOc1cc(NC(=O)c2ccccn2)c(OCC)cc1NC(=O)CC(C)C
→ 12% | -2 | 3% | ? | 0% | 7% | 0% | -1% | -33% | -1% | 11%
13) CCOC(=O)c1cc2cc(-c3c(C(=O)OCC)oc4cc(O)cc(O)c4c3=O)ccc2o1
→ . | -31 | 8% | ? | -3% | 5% | ? | ? | -8% | -6% | -11%[7.66 µM]
14) Cc1ccc(S(=O)(=O)NCC(=O)NNC(=O)c2ccccc2Cl)cc1C
→ -2% | 32 | . | -18% | -3% | 14% | 2% | -2% | 2% | -4% | -8%
15) COc1cc(NC(=O)Cn2nc(-c3ccc(F)cc3)ccc2=O)ccc1-n1cnnn1
→ 1% | -8 | -6% | 3% | 3% | -2% | 1% | ? | -1% | 0% | -12%
16) CN(C)c1ccc(/C=N/NS(=O)(=O)c2ccc(Br)cc2)cc1
→ 4% | -3 | -1% | 6% | 19% | 0% | -7% | ? | 3% | -1% | -7%
17) COc1ccc(-n2nc(C(=O)NCC(=O)Nc3cc(C)ccc3OC)c3ccccc3c2=O)c(OC)c1
→ -2% | 36 | 4% | ? | -2% | 0% | -9% | -2% | 9% | -2% | -9%
18) CC(=O)c1cn(Cc2ccccc2)c(=O)[nH]c1=O
→ 3% | 2 | 5% | 7% | 6% | 3% | 0% | 0% | -10% | -9% | 3%
19) CCn1ncc(S(=O)(=O)NCc2ccccc2Cl)c1C
→ 5% | 29 | 2% | 8% | 0% | -2% | 6% | 2% | -4% | -2% | 7%
20) Cc1ccc(C2C(C(=O)c3cc4ccccc4o3)=C(O)C(=O)N2c2cc(C)on2)cc1 (stereo not given)
→ -9% | 26 | -2% | 0% | -2% | -17% | 7% | 8% | 7% | -6% | 1%
21) Cc1ccc(S(=O)(=O)Nc2nc(C)c(C)s2)cc1
→ 6% | -8 | 0% | 5% | -3% | -6% | 0% | 1% | -7% | 0% | ?
22) Fc1ccc(N2CCN(C3=Nc4cccc5cccc3c45)CC2)cc1
→ -2% | -3 | -11% | ? | -11% | 1% | -17% | ? | -17% | 2% | -21%
23) NCCNc1ccc(C(=O)N2c3ccccc3Sc3ccccc32)cc1[N+](=O)[O-]
→ . | 3 | -14% | 3% | 0% | 0% | -9% | -10% | 4% | 0% | -59%[inhibitor]
24) CC(=O)c1cccc(NC(=O)C(C)OC(=O)c2cccc(S(=O)(=O)N3CCN(C)CC3)c2)c1 (stereo not given)
→ 37% | -16 | -1% | 0% | 8% | -4% | 5% | 0% | -4% | 0% | 26%
25) CCOC(=O)c1oc2ccccc2c1NC(=O)CCl
→ 2% | -3 | -8% | ? | 0% | -6% | 1% | ? | 1% | -4% | -13%
26) O=C(Nc1nc2ccc(F)cc2s1)C1CCCO1 (stereo not given)
→ -2% | -26 | -2% | ? | -6% | 4% | 0% | ? | 9% | -2% | 16%
27) Cc1nc2ncnn2c(C)c1CCC(=O)NCc1ccccc1
→ -5% | 5 | -2% | ? | -5% | 8% | -1% | -1% | -2% | -2% | 1%
28) COc1ccc(-c2nc(CS(=O)(=O)CC(=O)NC3CCCCCC3)c(C)o2)cc1
→ -1% | -1 | -3% | -17% | -1% | -20% | -8% | -2% | 4% | 2% | 4%
29) COc1ccc(NC(=O)c2c(OC)cccc2OC)c(OC)c1
→ -2% | -8 | 0% | -11% | 14% | 5% | 4% | -5% | -7% | -9% | -18%
30) COCCn1c(=NC(=O)CSC(C)=O)sc2cc(F)ccc21
→ 4% | -24 | 2% | 0% | 0% | -8% | 1% | 22% | -7% | -3% | -28%
31) O=C(O)c1ccc2c(=O)n3c(nc2c1)/C(=C/c1ccccc1OC(F)F)CC3
→ 12% | -16 | -1% | 10% | 30% | -1% | 23% | 0% | 1% | -4% | -20%
32) CC1=C(C(=O)Nc2ccccc2)C(c2ccco2)C(C#N)=C(SCC(=O)OC(C)C)N1 (stereo not given)
→ 3% | -3 | -1% | ? | 2% | 19% | 4% | 7% | -4% | 0% | -26%

Compound activity from PubChem BioAssay.
